Screening results (PubChem)
F508del corr – correctors of CFTR F508del function in bronchial epithelial cells; CFBE cells, YFP halide quenching; stimulated with forskolin plus potentiator P3; % fluorescence drop versus neutral controls; activity (quench increase), % at 7.58 µM; 350,000 tested, 0.36% active;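 active = mean added fluorescence quench of at least 8% versus neutral control, with both replicates also reaching 8%; inconclusive = only one of the mean or replicate conditions met; inactive = mean below 8% and not both replicates reaching 8%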;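 note: cells transiently co-express mutant CFTR-F508del with the halide-sensitive YFP; corrector assay measuring rescue of mutant channel to the surface after 24 h compound exposure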
E-selectin induc – induces E-selectin expression in human endothelial cells; HUVEC E-selectin immunofluorescence imaging; normalized: neutral wells 0, TNF-alpha wells 100; P16581; 260,000 tested, 0.37% active; activation, % at 7.58 µM; AID 686992;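 active = mean E-selectin-positive cell signal at least 10% of the positive control, reached in at least 60% of replicates, without over 20% cell loss; inconclusive = no rule given, readout overlaps actives, possibly toxicity-flagged; inactive = the rest, including those meeting only one limit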;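 note: in these data hits start at about 27%; measured in HUVEC primary endothelial cells; signal is the percent of cells scored E-selectin positive by PE staining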
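Assay system: HUVEC primary endothelial cells. Input: 3,000 HUVEC seeded per well. Doses: one compound dose added by pin transfer. Read-out basis: % PE-positive cells. Benchmarks: TNF-alpha high, DMSO low. Detection: immunofluorescence imaging. Buffer or medium: EGM-2, gelatin.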
CASP6 VEID inh – inhibitors of human caspase-6; inhibition, % at 12.5 µM; AID 686996; purified caspase-6, Z-VEID-R110 cleavage fluorescence; 350,000 tested, 0.53% active;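 active = mean inhibition across replicates at least about 35%, with every replicate also reaching that limit, limit read from the data; inconclusive = only one of the two criteria met; inactive = neither criterion met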;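 note: 0% = median of neutral control wells and 100% = no fluorescence left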
Target sequence (P55212 24-179 limits assumed): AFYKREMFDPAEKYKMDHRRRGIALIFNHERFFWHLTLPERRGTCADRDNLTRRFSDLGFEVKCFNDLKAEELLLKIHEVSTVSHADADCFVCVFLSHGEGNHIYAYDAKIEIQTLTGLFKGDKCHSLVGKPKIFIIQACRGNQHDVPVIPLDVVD
Target sequence (P55212 194-293 limits assumed): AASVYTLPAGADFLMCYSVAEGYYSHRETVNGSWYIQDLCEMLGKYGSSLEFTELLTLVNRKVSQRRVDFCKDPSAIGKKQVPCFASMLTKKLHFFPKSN
RAD52 inh – blocks human RAD52 DNA annealing | recombinant RAD52 DNA annealing, FRET fluorescence | inhibition, % at 18.7 µM | P43351 | 360,000 tested, 0.46% active;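 active = every replicate showing at least 50% inhibition; inconclusive = mean inhibition at least 50% but not in every replicate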
DENV2 CPE – DENV2-induced cell death inhibition; CPE inhibition, % at 9.99 µM; DENV2-infected cells, cytopathic effect rescue, plate reader; 350,000 tested, 1.7% active; in the data active = CPE inhibition above about 20%, passing the limit was not always enough; inconclusive = no clear call, values can overlap the other calls; tested in BHK-21 cells;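 note: 0% = median of neutral control wells and 100% = median of positive control wells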
Xi reactivation – activators of X-chromosome reactivation in mouse fibroblasts | XiGFP mouse fibroblasts, % GFP-positive cells imaging, 3 d; cells co-treated with 5-aza-dC sensitizer; scaled so ellipticine positive control = 100% | activation, % at 7.58 µM | 360,000 tested, 0.055% active | AID 743238;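 active = mean normalized replicate activation at least 10% and every replicate at or above 10%; inconclusive = only one of the two criteria met; inactive = mean below 10% and not all replicates reach 10%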;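 note: 0% = median of on-plate neutral control wells and 100% = ellipticine 6 µM median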
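Material: XiGFP fibroblasts, SV40-immortalized. Buffer or medium: DMEM plus 5-aza-dC sensitizer. Compound: single concentration per compound, delivered by pin transfer. Times: 3 days compound exposure. Controls: ellipticine 6 µM.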
RAD54 branch – blocks human RAD54 Holliday junction branch migration; Q92698; 360,000 tested, 0.14% active; FAM/BHQ fluorescence; inhibition, % at 10.4 µM;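 active = mean normalized replicate activity at least 40 and at least half of replicates scoring 40 or more; inconclusive = only one of the two criteria met; inactive = mean below 40 and under half of replicates reaching 40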;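 note: 0% = median of neutral control wells and 100% = median of positive control wells; inhibitors cause a drop in the FAM fluorescence signal; in these data hits start at about 50%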
Target sequence (Q92698 whole entry, looked up): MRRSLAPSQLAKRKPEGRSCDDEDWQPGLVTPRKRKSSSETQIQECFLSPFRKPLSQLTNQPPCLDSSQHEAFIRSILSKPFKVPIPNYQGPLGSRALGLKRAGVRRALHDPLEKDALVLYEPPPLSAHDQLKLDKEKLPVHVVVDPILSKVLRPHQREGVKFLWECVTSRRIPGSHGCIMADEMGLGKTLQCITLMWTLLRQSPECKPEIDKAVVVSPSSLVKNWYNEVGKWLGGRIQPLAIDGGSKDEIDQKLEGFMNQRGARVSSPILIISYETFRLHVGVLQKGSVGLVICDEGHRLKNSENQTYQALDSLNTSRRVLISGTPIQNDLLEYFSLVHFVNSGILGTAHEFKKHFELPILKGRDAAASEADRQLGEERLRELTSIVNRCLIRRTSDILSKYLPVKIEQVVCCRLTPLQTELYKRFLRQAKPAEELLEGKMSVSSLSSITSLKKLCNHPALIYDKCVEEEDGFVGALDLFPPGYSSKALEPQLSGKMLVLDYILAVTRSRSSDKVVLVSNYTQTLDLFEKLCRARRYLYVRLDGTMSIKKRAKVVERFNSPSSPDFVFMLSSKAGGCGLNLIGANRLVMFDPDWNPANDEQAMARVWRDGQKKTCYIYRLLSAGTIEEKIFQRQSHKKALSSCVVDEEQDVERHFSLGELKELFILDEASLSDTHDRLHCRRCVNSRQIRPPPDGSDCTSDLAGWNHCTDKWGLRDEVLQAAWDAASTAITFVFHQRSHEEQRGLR
GSIS activator – GLuc luminescence reporter in INS-1E cells, primary screen for activators of glucose-dependent secretion of insulin; INS-1E GLuc reporter insulin secretion, 2-3 h; activation, % at 16.6 µM; 370,000 tested, 0.61% active;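 active = lowest replicate activation of at least 40%, so every replicate reaches that level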;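 note: 0% = median of neutral control wells and 100% = median of IBMX positive control wells; some compounds called inactive have numbers as strong as hits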
The depositor's hits bear a star; ? = inconclusive; . = no result given; & = joins results of further samples; ! = not active in a repeat.

A first look (3 entries):
SMILES	F508del corr	E-selectin induc	CASP6 VEID inh	RAD52 inh	DENV2 CPE	Xi reactivation	RAD54 branch	GSIS activator
Cc1ccc(C2c3[nH]c4ccccc4c3C[C@H]3C(=O)N(c4ccccc4C(=O)N4CCC(C(=O)O)CC4)C(=O)N23)cc1 (some centres not stated)	0.0	.	4	-13	7	.	8	-19
Cc1ccc(S(=O)(=O)N2CCOCC2)cc1NC(=O)COc1ccc(C(=O)c2ccccc2)cc1	-3.5	.	9	2	1	0.2	-1	-13
Cc1cc(C)n2nc(CC(=O)NNC(=O)c3ccc(N(C)C)cc3)nc2n1	-1.2	.	-1	-10	-8	0.0	-9	-3

Results, from the first entry:
SMILES	F508del corr	E-selectin induc	CASP6 VEID inh	RAD52 inh	DENV2 CPE	Xi reactivation	RAD54 branch	GSIS activator
Cc1ccc(C2c3[nH]c4ccccc4c3C[C@H]3C(=O)N(c4ccccc4C(=O)N4CCC(C(=O)O)CC4)C(=O)N23)cc1 (some centres not stated)	0.0	.	4	-13	7	.	8	-19
Cc1ccc(S(=O)(=O)N2CCOCC2)cc1NC(=O)COc1ccc(C(=O)c2ccccc2)cc1	-3.5	.	9	2	1	0.2	-1	-13
Cc1cc(C)n2nc(CC(=O)NNC(=O)c3ccc(N(C)C)cc3)nc2n1	-1.2	.	-1	-10	-8	0.0	-9	-3
C/C=C/c1ccccc1[C@@H]1[C@@H](CO)N(C(=O)Cc2ccccn2)[C@H]1C#N	0.2	0.0	0	-3	9	0.1	.	14
CS(=O)(=O)Nc1ccc2c(c1)[C@H]1C[C@@H](CC(=O)NCc3ccc(-c4ccccc4)cc3)O[C@@H](CO)[C@H]1O2	-0.2	-0.6	.	.	1	-0.1	-14	-1
COC(=O)C[C@@H]1C[C@H]2c3cc(N)ccc3O[C@H]2[C@H](CO)O1	0.4	.	12	-12	-4	0.0	-10	0
Cn1c(SCC(=O)Nc2ccc(Br)cc2)nc(O)cc1=O	-1.3	.	1	-16	15	0.2	-26	-3
COC(=O)C1(F)C(=O)NC(=O)NC1OC (configuration not stated)	-1.5	0.1	-2	4	6	0.1	.	-4
CC(C)(C)OC(=O)C[C@@H]1C/C=C\C[C@@H](CC(=O)N(CCO)Cc2ccccc2)C(=O)NC[C@H](c2ccccc2)OC1=O	1.5	0.0	3	-10	-12	-0.1	-7	-17
Cc1ccc(C(=O)C(OC(=O)c2cnccn2)c2ccccc2)cc1C (configuration not stated)	.	0.8	2	0	-6	0.0	.	7
O=S(=O)(/N=C(/c1ccccc1)N1CCOCC1)c1ccc(F)cc1	-2.2	.	-1	-12	4	0.4	0	20
CCOC(=O)CN(C#N)c1nc(N(C)C)nc(N(C)C)n1	3.3	3.9	-3	-18	-10	-0.1	4	1
O=C(Nc1ccc(N2CCOCC2)c(Cl)c1)c1ccc(-n2cnnc2)cc1Cl	-0.1	-0.9	3	-12	-3	0.4	-4	-2
O=C(CS(=O)(=O)c1ccc(Cl)cc1)Nc1nccs1	-0.6	-0.2	0	-1	0	0.0	2	-7
N#C[C@H]1[C@H](c2ccccc2)[C@H](CO)N1C(=O)c1cccnc1	1.4	0.6	-3	-9	-1	0.3	-10	9
CC(C)NC(=O)Nc1ccc2c(c1)CC(=O)N([C@@H](C)CO)C[C@H](C)[C@H](CN(C)C(=O)Nc1cccc3ccccc13)O2	2.5	.	0	2	4	-1.1	9	-5
Cc1nnc2n1CCCCC2	-0.5	0.3	1	-7	0	0.0	-3	-3
Cc1ccccc1NS(=O)(=O)c1cccc2nsnc12	1.6	-0.1	-4	-8	?	0.1	3	-4
Cn1c(=O)c2c(nc(NCCOc3ccc(C(C)(C)C)cc3)n2C)n(C)c1=O	.	.	0	1	0	-0.1	1	.
Cc1ccc(C(=O)OCC(=O)N2CCC(C)CC2)cc1S(=O)(=O)N1CCOCC1	-2.4	-0.1	2	-14	4	-0.1	-13	-6
C[C@@H]1CN([C@@H](C)CO)C(=O)Cc2cc(NC(=O)CCC(F)(F)F)ccc2O[C@@H]1CN(C)S(C)(=O)=O	-0.1	-6.3	2	23	19	0.0	-4	8
CCCCCc1c(Cc2ccccc2)ncn1CCc1ccccc1OC	-0.5	.	-2	29	2	1.3	.	70*
Cc1c(Cl)cccc1NC(=O)CSc1nc(=O)n(CCCN2CCOCC2)c2c1CCC2	2.2	-2.4	-3	-7	-5	0.1	0	-3
Cc1cccc(-c2ccc(C3[C@H]4CNC[C@@H]3N4C(=O)Nc3ccc(F)cc3)cc2)c1 (some centres not stated)	1.4&-5.1	0.0&0.1	0	-39	28*!	0.0&0.0	.	9&5
CN1CCN2c3ccccc3CC(C#N)(C#N)C2C1 (configuration not stated)	0.4	-0.2	1	-7	7	0.0	.	7
CC1=C/C(=C(/c2ccc(O)c(C)c2)c2ccccc2S(=O)(=O)O)C=CC1=O	-2.8	0.1	11	-41	-9	0.0	0	13
Cc1ccc(S(=O)(=O)NNC(=S)Nc2c(Cl)cccc2Cl)cc1	-2.3	3.4	-2	-7	-5	0.4	.	-18
CC(=O)N1[C@H](C(=O)Nc2nccs2)[C@@H](CO)[C@@H]2Cn3c(ccc(/C=C/c4ccccc4)c3=O)[C@@H]21	.	0.0	5	-10	2	0.3	0	0
Nc1[nH]c(C(=O)c2ccc(Br)cc2)c(-c2ccncc2)c1C(=O)NCCc1c[nH]c2ccccc12	0.1	0.2	0	-9	20*	-0.2	.	29
Cc1cc(C)nc(N2CCC(C(=O)NNC(=O)c3ccccc3)CC2)n1	-4.9	.	-2	-7	13	0.0	1	-1
NC(=O)NC1NC(=O)NC1=O (configuration not stated)	1.6	.	-2	-9	?	.	3	.
CCCNC(=O)N1C[C@H]2[C@@H](c3ccccc31)[C@H](CO)N2CC1CCCCC1	-2.9	0.0	1	-7	-11	0.0	9	5
Cc1ccc(NC(=O)COC(=O)c2ccc3c(c2)OCO3)c(C)c1	-1.4	0.6	2	-16	-3	0.1	3	16
CCN(CC)c1ccc(N=C2C(=O)Nc3ccccc32)cc1	-0.1	5.2	6	-17	-1	-0.1	6	-20
CCN(CC)CCn1cnc2c1c(=O)n(CCOC(=O)c1cc(OC)c(OC)c(OC)c1)c(=O)n2C	1.7	.	0	-4	-1	0.4	.	-5
CCn1c(SCC(=O)NCc2ccccc2)nnc1-c1ccccc1O	-0.3	.	0	2	15	.	-4	9
C[C@H]1CCCCO[C@@H](CN(C)C(=O)C2CCCCC2)[C@@H](C)CN([C@@H](C)CO)C(=O)c2cc(NC(=O)Cc3ccccc3)ccc2O1	-3.8	0.2	3	11	10	0.1	8	-30
COc1ccc(OC)c(CN2CCN(C(=O)CNC(=O)c3ccccc3F)CC2)c1	4.0	-0.4	-2	-11	-5	0.0	14	29
O=C(C[C@H]1CC[C@H]2[C@@H](COC[C@@H](O)CN2Cc2ccc(Cl)cc2)O1)NCc1cccc(F)c1	0.9	-0.1	5	-6	-6	0.1	0	-2
C=CCOc1ccc(C2=NO[C@@H]3[C@@H]4C[C@@H]([C@H]5C(=O)N(C)C(=O)[C@@H]45)[C@H]23)cc1	0.3	-0.4	-3	-6	11	0.0	2	.
C[C@H](CO)N1C[C@H](C)[C@H](CN(C)Cc2ccc(C(F)(F)F)cc2)OCCCC[C@H](C)Oc2ccc(NC(=O)c3ccccc3)cc2C1=O	0.6	0.0	-6	-29	1	0.4	4	-8
CCOC(=O)C1CCN(C(=O)CCNC(=O)c2ccccc2OC)CC1	-0.2	-0.4	-83	-8	-1	-0.1	4	18
CC(=O)c1cccc(N=Cc2c(O)ccc3ccccc23)c1	.	.	0	-2	0	0.0	-3	.
C[C@@]12CCC3[C@@](CCC4[C@@]3(C)CCC[C@@]4(C)C(=O)NC3CCCCC3)(CC1=O)C2 (some centres not stated)	3.1	0.1	0	-10	-10	0.0	-2	-55
COc1ccc(C2c3[nH]c4ccccc4c3CCN2C(=O)c2cc3ncccn3n2)c(F)c1 (configuration not stated)	1.0	0.4	-2	-22	4	0.1	4	-45
Nc1ccc(S(=O)(=O)Nc2cc(Cl)c(N)c(Cl)c2)cc1	-2.6	-0.1	-4	-13	2	0.1	5	-10
CCOP(=O)(OCC)C(Nc1cc(Cl)cc(Cl)c1)c1cccc(O)c1 (configuration not stated)	4.8	-1.7	4	-1	-3	0.2	.	-29
Cc1cnc(CN2CCc3c([nH]c4ccccc34)C2C2CCCCC2)[nH]1 (configuration not stated)	1.9	2.3	-4	-28	5	0.0	-4	-16
COc1ccccc1N(C)S(=O)(=O)c1ccc(C(=O)OCC(=O)c2c[nH]c3ccccc23)cc1	.	0.5	-1	-30	2	0.4	.	-5
CCCN1[C@H](C(=O)OC)[C@@H](CO)[C@@H]2Cn3c(ccc(-c4ccc(OC)cc4)c3=O)[C@@H]21	-2.3	-0.3	5	-14	-3	0.1	5	6
COC(=O)c1ccc(CN2C(=O)c3ccccc3C2=O)cc1	1.7	0.9	-1	-16	-3	-0.1	11	16
O=C(CC1CC1)Nc1ccc2c(c1)[C@H]1C[C@H](CC(=O)N3CCOCC3)O[C@H](CO)[C@H]1O2	-2.1	0.2	.	.	8	0.0	-2	5
CC1(C)NC(=O)N(CC(=O)OCC(=O)Nc2cc(S(=O)(=O)N3CCCCCC3)ccc2Cl)C1=O	.	-0.3	.	.	.	-0.1	-23	2
Cc1noc(C)c1NC(=O)N(C)C[C@H]1OCCCC[C@@H](C)Oc2ccc(NS(=O)(=O)c3cn(C)cn3)cc2C(=O)N([C@H](C)CO)C[C@@H]1C	-1.9	-0.2	.	.	-3	-0.3	4	7
CC(C)C#Cc1ccc([C@@H]2[C@@H](CO)N3CCCCN(C(=O)Nc4ccccc4)C[C@H]23)cc1	3.2	-0.7	-3	5	-2	0.4	-7	-29
CCC(=O)NNc1nc2c(C)c(C)ccc2s1	-0.6	.	-6	-2	-4	0.0	-1	8
CCc1ccc(NS(=O)(=O)c2c(C)nc3sc(CC)nn3c2=O)cc1	0.0	0.1	0	-8	5	0.2	-2	-14
CCC(Oc1ccccc1)C(=O)Nc1ccccc1C(=O)N1CCN(C)CC1 (configuration not stated)	-3.4	-0.1	-2	-16	-4	-0.1	-15	15
CSc1ncnc2c1ncn2CCCNCc1ccc2c(c1)OCO2	4.3	0.1	0	-9	-5	0.3	-2	8
CS(=O)(=O)Nc1ccc2c(c1)[C@@H]1C[C@@H](CC(=O)NC3CCCC3)O[C@@H](CO)[C@@H]1O2	1.2	-0.1	-1	-21	7	0.0	0	27
COc1ccc(NC(=O)c2ccc(NCC3CCCO3)c([N+](=O)[O-])c2)cc1 (configuration not stated)	0.5	-0.1	-4	-25	-9	0.0	.	0

Nothing new here: 2 of the compounds above.
SMILES	F508del corr	E-selectin induc	CASP6 VEID inh	RAD52 inh	DENV2 CPE	Xi reactivation	RAD54 branch	GSIS activator
Nc1ccc(S(=O)(=O)Nc2cc(Cl)c(N)c(Cl)c2)cc1	-2.6	-0.1	-4	-13	2	0.1	5	-10
CCOP(=O)(OCC)C(Nc1cc(Cl)cc(Cl)c1)c1cccc(O)c1 (configuration not stated)	4.8	-1.7	4	-1	-3	0.2	.	-29
